PrPC TRFRET: inhibitors of human cell surface prion protein PrPC. inhibition, % at 13.8 µM. 370,000 compounds, 0.43% hits. P04156. TR-FRET read-out; in the data active = inhibition above about 24%; note: 0% = median of the test wells and 100% = reference compound wells
Mtb FBA inh: inhibits M. tuberculosis FBA enzyme | purified M. tuberculosis FBA, fluorescence read-out | inhibition, % at 1 µM | 360,000 compounds, 2.3% hits | AID 588726 | P9WQA3; in the data active = inhibition above about 27%;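 note: 0% = vehicle and 100% = reference inhibitor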
Target sequence (P9WQA3 whole entry, looked up): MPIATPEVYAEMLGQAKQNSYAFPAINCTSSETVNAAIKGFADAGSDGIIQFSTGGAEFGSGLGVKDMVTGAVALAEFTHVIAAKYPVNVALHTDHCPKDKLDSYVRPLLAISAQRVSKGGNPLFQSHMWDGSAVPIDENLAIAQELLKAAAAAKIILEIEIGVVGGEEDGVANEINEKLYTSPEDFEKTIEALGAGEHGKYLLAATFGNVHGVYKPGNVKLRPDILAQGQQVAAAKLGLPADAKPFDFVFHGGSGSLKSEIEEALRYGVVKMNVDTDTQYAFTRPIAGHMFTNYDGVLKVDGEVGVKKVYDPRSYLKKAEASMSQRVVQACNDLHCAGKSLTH
BoNT-A LC inh2: BoNT A light chain protease inhibition; inhibition, % at 10 µM; AID 588499; multiplex microsphere protease substrate cleavage, flow cytometry; 360,000 compounds, 0.17% hits; in the data active = inhibition above about 30%; note: plate controls were buffer without enzyme for full effect and enzyme alone for no effect
BoNT-F LC inh: blocks Botulinum neurotoxin F light chain protease. AID 588497. Multiplex microsphere protease cleavage assay, flow cytometry. inhibition, % at 10 µM. 360,000 compounds, 0.22% hits; in the data active = inhibition above about 35%, passing the limit was not always enough; note: plate controls were buffer without enzyme for full effect and enzyme alone for no effect
FadD28 binding: inhibitors of Mycobacterium tuberculosis FadD28 bisubstrate binding; FadD28 bisubstrate probe binding, fluorescence polarization; inhibition, % at 12.5 µM; 360,000 compounds, 0.22% hits; AID 588549; in the data active = inhibition above about 8.5%, passing the limit was not always enough
Mtb UGM inh: inhibitors of M. tuberculosis UDP-galactopyranose mutase. P9WIQ1. purified UGM, fluorescence polarization probe displacement. inhibition, % at 10 µM. 320,000 compounds, 0.06% hits. AID 504406; in the data active = inhibition above about 10%, passing the limit was not always enough
Target sequence (P9WIQ1 whole entry, looked up): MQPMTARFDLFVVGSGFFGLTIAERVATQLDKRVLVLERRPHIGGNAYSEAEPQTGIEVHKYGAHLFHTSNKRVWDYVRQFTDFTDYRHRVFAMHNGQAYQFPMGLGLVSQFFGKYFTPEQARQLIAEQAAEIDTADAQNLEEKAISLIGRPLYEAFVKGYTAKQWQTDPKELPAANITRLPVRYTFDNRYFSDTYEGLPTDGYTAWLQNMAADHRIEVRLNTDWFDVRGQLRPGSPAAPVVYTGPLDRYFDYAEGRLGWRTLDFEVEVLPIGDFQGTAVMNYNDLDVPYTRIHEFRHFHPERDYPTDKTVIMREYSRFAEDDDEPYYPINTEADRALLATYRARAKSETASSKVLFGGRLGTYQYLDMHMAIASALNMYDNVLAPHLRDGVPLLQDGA
GDH-TPI inh: GDH-TPI coupled enzyme inhibition counter-screen | 360,000 compounds, 1.2% hits | AID 588335 | inhibition, % at 4.8 µM | GDH-TPI coupled enzyme counterscreen, NADH absorbance;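 note: 0% = DMSO wells and 100% = wells lacking the enzyme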
CCHF vOTU inh: CCHFV vOTU protease inhibition; Pep-AMC fluorescence; inhibition, % at 11.5 µM; 370,000 compounds, 0.55% hits; note: 0% = vehicle wells with enzyme and 100% = no enzyme wells
BioA inh: blocks M. tuberculosis BioA enzyme activity. AID 602481. inhibition, % at 9.99 µM. purified M. tuberculosis BioA enzyme, plate reader. 360,000 compounds, 0.096% hits; in the data active = inhibition above about 40%
* marks the source's active call; other numbers are inactive results; . = no result given; + = active, no number. Cut-off read from the data, not from the text of the source, unless noted: active = inhibition above about 30%; inactive = the rest.

[1] O=C(Nc1ccc(Cl)cn1)c1ccc(-c2cc(Cl)ccc2Cl)o1
[2] COc1ccc(C(=O)Cn2c(NCCCO)nc3ccccc32)cc1
[3] CCc1ccc(N2CC(C(=O)Nc3cc(C)ccc3F)CC2=O)cc1 (stereo not drawn)
[4] COc1ccccc1NS(=O)(=O)c1cccc(C(=O)NCC(c2cccs2)N(C)C)c1 (stereo not drawn)
[5] CSc1nc(C)cc(SC(C(C)=O)C(=O)Nc2ccccc2)n1 (stereo not drawn)
[6] O=C(COC(=O)c1ccccc1-n1cnnn1)c1ccc(Br)cc1
[7] Cc1c(NC(=O)CN2C(=O)c3ccc([N+](=O)[O-])cc3C2=O)c(=O)n(-c2ccccc2)n1C
[8] CCOc1ccc(NC(=O)CNC(=O)COc2ccccc2)cc1
entry no.,1,2,3,4,5,6,7,8
PrPC TRFRET,2,2,8,-5,6,-4,-2,-3
Mtb FBA inh,8,0,5,0,1,1,-3,5
BoNT-A LC inh2,0.3,-0.5,-0.7,-0.7,-1.3,1.2,-0.6,-0.2
BoNT-F LC inh,-5,3,-1,-9,-5,6,3,-10
FadD28 binding,0.7,0.1,1.6,-3.8,-0.8,-1.7,-4.9,-3.4
Mtb UGM inh,2.7,.,-0.7,.,-1.5,-3.0,-1.2,-0.9
GDH-TPI inh,10,2,-2,-8,9,-7,-6,-3
CCHF vOTU inh,2,0,5,-6,13,1,-9,21
BioA inh,-2.4,0.5,-2.4,-2.0,-1.7,-1.3,.,-0.3

[9] Cc1ccc(C(=O)CSc2nnc(-c3ccco3)n2Cc2ccccc2)cc1
[10] COC(=O)C1CSC(C(=O)OC)N1C(=O)Nc1c(C)cccc1C (stereo not drawn)
[11] Cc1cc([N+](=O)[O-])nn1CC(=O)NCCCn1ccnc1
[12] Cc1ccc(OC(F)F)c(NC(=O)Nc2ccc3c(c2)OCO3)c1
[13] CNS(=O)(=O)c1cccc(C(=O)NCC2(N3CCOCC3)CCCCC2)c1
[14] CCOC(=O)N1CCN(C(=O)C[C@@H]2C[C@@]3(C(=O)OC)CCCCC=C3N(Cc3ccco3)C2=O)CC1
[15] O=c1[nH]c2nc(Cl)nc(Cl)c2[nH]1
[16] O=c1c(-c2ccccc2)coc2c(CN3CCCC3)c(O)ccc12
entry no.,9,10,11,12,13,14,15,16
PrPC TRFRET,6,-2,2,8,1,7,4,7
Mtb FBA inh,3,0,-2,-1,-2,.,4,82*
BoNT-A LC inh2,0.4,-0.2,-0.9,1.0,1.0,0.4,-0.1,-1.6
BoNT-F LC inh,-7,6,-3,-4,6,2,-2,-4
FadD28 binding,-2.4,0.2,-0.5,-0.1,0.5,.,.,-2.1
Mtb UGM inh,3.8,-2.6,-0.4,-0.8,1.1,.,.,1.1
GDH-TPI inh,7,8,4,4,-4,.,5,15
CCHF vOTU inh,24,-5,-11,-3,0,2,4,-147
BioA inh,0.8,3.0,-1.0,20,.,.,-1.2,1.1

[17] Cc1ccc(C)n1-c1ccc(C(=O)NC2CCN(Cc3ccccc3)CC2)cc1
[18] Cc1cc(C)n2nc(C(=O)N3CCCC(CNS(=O)(=O)c4cccs4)C3)cc2n1 (stereo not drawn)
[19] COC(=O)c1cc(NC(=O)c2ccccc2F)cc(C(=O)OC)c1
[20] COc1ccc(S(=O)(=O)N2CCN(C)CC2)cc1NC(=O)c1ccccc1F
[21] COc1ccc(NC(=O)c2[nH]c(C)c(C(C)=O)c2C)cc1Cl
[22] CN(C)S(=O)(=O)c1ccc(C(=O)NCCSc2ccc(Br)cc2)cc1
[23] Cc1cc([N+](=O)[O-])ccc1NCc1cccc([N+](=O)[O-])c1
[24] O=C(C1CCN(S(=O)(=O)Cc2ccccc2)CC1)N1CCCc2ccccc21
entry no.,17,18,19,20,21,22,23,24
PrPC TRFRET,1,3,0,-3,-2,16,-8,-4
Mtb FBA inh,1,12,1,0,-1,2,-4,1
BoNT-A LC inh2,1.2,-0.7,0.0,0.8,1.9,-0.7,-0.1,0.0
BoNT-F LC inh,-7,-2,-4,22,8,-8,-15,-1
FadD28 binding,-0.3,-0.8,-1.7,-0.9,-4.8,-1.3,-1.2,1.5
Mtb UGM inh,-2.2,-0.1,-1.3,-0.3,-1.6,-1.1,-0.7,0.6
GDH-TPI inh,12,2,-2,-1,-1,2,8,10
CCHF vOTU inh,-7,-9,-2,15,7,0,29,2
BioA inh,-1.3,.,.,1.7,1.2,.,-0.4,-2.2

[25] CC(=O)Nc1ccc(S(=O)(=O)C(C#N)c2nc3ccccc3nc2NCCO)cc1 (stereo not drawn)
[26] COc1cccc(CC(=O)Nn2c(C)nc3ccccc3c2=O)c1
[27] O=C(NCc1ccc(C(F)(F)F)cc1)C12CN(Cc3ccccc3)CC1C(c1cccc([N+](=O)[O-])c1)=NO2 (stereo not drawn)
[28] Cc1ccnc(-n2sc3ccccc3c2=O)n1
[29] CC(C)CN1CCN(Cc2ccc(Oc3ncccn3)cc2)CC1CCO (stereo not drawn)
[30] COc1ccccc1Cc1c(-c2ccco2)nc2c(C)cc(Br)cn12
[31] COc1ccc(C2(CNC(=O)/C=C\c3ccco3)CCCC2)cc1OC
[32] Cn1cccc1CNCCc1ccc(F)cc1
entry no.,25,26,27,28,29,30,31,32
PrPC TRFRET,-10,6,9,-1,-5,.,-9,-5
Mtb FBA inh,+,3,-4,0,1,0,-1,-1
BoNT-A LC inh2,0.2,-0.3,0.0,-0.2,0.3,3.8,0.0,4.3
BoNT-F LC inh,0,-5,-7,-1,-4,-1,4,-13
FadD28 binding,0.3,0.7,-4.1,0.8,-0.2,-5.1,-5.0,-1.6
Mtb UGM inh,1.4,0.2,-1.4,0.3,-1.7,.,1.0,-0.9
GDH-TPI inh,23,4,4,6,3,.,-2,6
CCHF vOTU inh,-242,-13,24,20,-9,.,-1,-4
BioA inh,9.8,0.9,-0.6,-1.5,5.4,-1.0,13,-0.1

[33] CCCCN(C)CCC(=O)Nc1ccc(OC)cc1OC
[34] CCCCn1nnnc1C(c1cc2ccccc2o1)N1CCN(C(=O)OCC)CC1 (stereo not drawn)
[35] CCN(CC)C(=O)COc1ccc(/C(C)=N/NC(=O)c2ccccc2Br)cc1
[36] CCCC1(CC(C)C)C(=O)NC(=S)NC1=O
[37] Cn1c(SCC(=O)Nc2ccccc2F)nnc1-c1cc2ccccc2o1
[38] CCNc1ccc(S(=O)(=O)N(C)C)cc1NCC(=O)Nc1ccccc1Br
[39] COc1ccc(CCC(=O)NCCc2cn3c(C)csc3n2)cc1
[40] Cc1occc1-c1nnc(SCC(=O)N2CCCCC2C)o1 (stereo not drawn)
entry no.,33,34,35,36,37,38,39,40
PrPC TRFRET,2,1,8,-2,0,-3,-5,-6
Mtb FBA inh,1,.,-2,2,0,-1,0,0
BoNT-A LC inh2,1.2,-0.6,-1.5,-0.3,-0.5,7.7,0.1,1.3
BoNT-F LC inh,-6,5,-6,-4,3,41*,-11,7
FadD28 binding,-1.3,.,-3.5,-0.1,-0.8,0.0,-1.2,-3.8
Mtb UGM inh,-3.2,.,0.1,.,0.5,2.5,-4.1,-0.5
GDH-TPI inh,-3,.,-12,9,-6,-1,8,-2
CCHF vOTU inh,-12,4,-4,-3,13,2,-5,-4
BioA inh,-1.7,.,0.1,.,-1.6,-2.6,0.1,0.0

[41] Cc1cc(OCC(=O)N[C@@H](CSCc2ccccc2)C(=O)O)c2c(C)c(C)c(=O)oc2c1
[42] CC1(C)C2CCC1(CS(=O)(=O)NCc1ccc(S(N)(=O)=O)cc1)C(=O)C2 (stereo not drawn)
[43] Cc1ccccc1N1C(=O)CC(Sc2nnc(-c3ccccc3)o2)C1=O (stereo not drawn)
[44] CCOC(=O)N1CCN(C(=O)c2ccc(N(C)S(C)(=O)=O)cc2)CC1
[45] COC(=O)[C@]1(Cc2ccccc2)N[C@H](CN(C)C(=O)c2ccccc2)[C@@H]2C(=O)N(Cc3ccccc3)C(=O)[C@@H]21
[46] CCn1c(COc2ccc3c(c2)OCO3)nnc1SCC(=O)c1ccccc1
[47] O=C(CSc1nnc2n1CCCN2C(=S)Nc1ccc(Cl)cc1)c1ccccc1
[48] CSCCC(NC(=O)c1cccc(C)c1)C(=O)OCC(=O)NC(=O)c1cccn1C (stereo not drawn)
entry no.,41,42,43,44,45,46,47,48
PrPC TRFRET,2,-2,30*,6,-4,0,2,-1
Mtb FBA inh,62*,0,1,1,3,0,2,1
BoNT-A LC inh2,-0.3,-0.7,0.8,0.2,-0.5,0.4,3.8,-0.5
BoNT-F LC inh,1,0,-2,8,-2,2,6,-6
FadD28 binding,-5.5,-2.9,-2.5,-2.6,-0.7,0.5,-0.7,-2.8
Mtb UGM inh,1.3,-3.3,-0.8,-1.4,-1.0,-1.3,-0.1,2.6
GDH-TPI inh,18,-12,0,-1,6,16,4,-4
CCHF vOTU inh,-8,-3,4,5,-7,4,2,-8
BioA inh,1.1,1.2,-1.2,0.3,0.8,-0.8,-1.3,-2.9

Given bar-delimited: entries from further up.
cpd | compound | PrPC TRFRET | Mtb FBA inh | BoNT-A LC inh2 | BoNT-F LC inh | FadD28 binding | Mtb UGM inh | GDH-TPI inh | CCHF vOTU inh | BioA inh
40 | Cc1occc1-c1nnc(SCC(=O)N2CCCCC2C)o1 (stereo not drawn) | -6 | 0 | 1.3 | 7 | -3.8 | -0.5 | -2 | -4 | 0.0
41 | Cc1cc(OCC(=O)N[C@@H](CSCc2ccccc2)C(=O)O)c2c(C)c(C)c(=O)oc2c1 | 2 | 62* | -0.3 | 1 | -5.5 | 1.3 | 18 | -8 | 1.1
42 | CC1(C)C2CCC1(CS(=O)(=O)NCc1ccc(S(N)(=O)=O)cc1)C(=O)C2 (stereo not drawn) | -2 | 0 | -0.7 | 0 | -2.9 | -3.3 | -12 | -3 | 1.2
43 | Cc1ccccc1N1C(=O)CC(Sc2nnc(-c3ccccc3)o2)C1=O (stereo not drawn) | 30* | 1 | 0.8 | -2 | -2.5 | -0.8 | 0 | 4 | -1.2
44 | CCOC(=O)N1CCN(C(=O)c2ccc(N(C)S(C)(=O)=O)cc2)CC1 | 6 | 1 | 0.2 | 8 | -2.6 | -1.4 | -1 | 5 | 0.3
45 | COC(=O)[C@]1(Cc2ccccc2)N[C@H](CN(C)C(=O)c2ccccc2)[C@@H]2C(=O)N(Cc3ccccc3)C(=O)[C@@H]21 | -4 | 3 | -0.5 | -2 | -0.7 | -1.0 | 6 | -7 | 0.8
46 | CCn1c(COc2ccc3c(c2)OCO3)nnc1SCC(=O)c1ccccc1 | 0 | 0 | 0.4 | 2 | 0.5 | -1.3 | 16 | 4 | -0.8
47 | O=C(CSc1nnc2n1CCCN2C(=S)Nc1ccc(Cl)cc1)c1ccccc1 | 2 | 2 | 3.8 | 6 | -0.7 | -0.1 | 4 | 2 | -1.3
48 | CSCCC(NC(=O)c1cccc(C)c1)C(=O)OCC(=O)NC(=O)c1cccn1C (stereo not drawn) | -1 | 1 | -0.5 | -6 | -2.8 | 2.6 | -4 | -8 | -2.9

More entries
[49] CN1C(=O)C(C)(C)c2cc(S(=O)(=O)NCC3CCC(C(=O)NCc4ccc(F)cc4)CC3)ccc21 (stereo not drawn)
[50] COC(=O)c1ccccc1NC(=O)CCCn1nc([N+](=O)[O-])c(Br)c1C
[51] COC(=O)c1ccc(N2C(c3ccsc3)=Cc3cc4c(cc3C2CC(=O)c2ccco2)OCO4)cc1 (stereo not drawn)
[52] COC(=O)c1ccc(NC(=O)C(=O)N2CCN(C(=S)Nc3ccccc3OC)CC2)cc1
[53] COC(=O)C1=C(C)NC(=O)NC1c1ccsc1 (stereo not drawn)
[54] CSc1ncc(/C=C2/C(=O)NC(=O)N(c3ccc(C(C)C)cc3)C2=O)cn1
[55] Cc1ccc(-n2c(-c3ccccc3)nnc2-c2cccs2)cc1
[56] N/C(=N\c1nc2ccccc2o1)NC(=O)c1cccc(Cl)c1
entry no.,49,50,51,52,53,54,55,56
PrPC TRFRET,2,0,-33,-2,-5,3,-10,3
Mtb FBA inh,-1,4,.,-3,6,5,1,2
BoNT-A LC inh2,-0.1,-0.9,1.4,0.5,-0.4,-0.1,-1.7,0.5
BoNT-F LC inh,2,-6,-6,-1,-5,2,-21,-1
FadD28 binding,-4.2,-1.5,.,-5.9,-3.2,0.1,-4.4,-1.5
Mtb UGM inh,0.3,-1.7,.,-1.0,-2.3,-0.8,-0.3,3.7
GDH-TPI inh,1,10,.,-2,-6,7,12,-1
CCHF vOTU inh,-6,-4,-20,12,12,17,-10,-5
BioA inh,1.4,-0.9,.,-1.1,-1.6,-2.7,-0.3,-1.4

Assay outcomes from PubChem BioAssay.
